# From PubChem
# RSV antiviral HEp-2 = RSV antiviral activity via CPE protection, HEp-2 cells, primary 10 µM value included (AID 2391) | HEp-2 cells, RSV-induced CPE inhibition; higher % means a stronger effect | 310,000 tested, 0.13% active | one-dose CPE inhibition, % at 10 µM; IC50 in µM for titrated hits; in the data active = a potency from the dose series; inconclusive = CPE inhibition mostly from about 23% at the one dose, without a potency; inactive = the rest, 99 in 100 with CPE inhibition below about 21%; note: strong numbers were not always called active
# human PMI inhibitors = human PMI inhibitors, high substrate, primary screen, biochemical, fluorescence intensity, high mannose 6-phosphate (AID 1220). 190,000 tested, 0.66% active. inhibition, % at 20 µM, or IC50 in µM where a hit was titrated. recombinant PMI enzyme, coupled fluorescence intensity; higher % means a stronger effect
# SIAH1 antagonists = blockers of Siah-1 interaction with plectin peptide – biochemical, fluorescence polarization, rhodamine-plectin, uHTS, primary screen (AID 1817) | Siah-1 / rhodamine-plectin peptide fluorescence polarization; higher % means a stronger effect | displacement, % at 20 µM, or IC50 in µM where a hit was titrated | 290,000 tested, 0.02% active;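 active = displacement of at least 50% at 20 µM, with a fluorescence ratio check between 0.3 and a set limit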;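 note: plate controls were Siah plus tracer with DMSO for no effect and tracer alone without Siah for full effect; strong numbers were not always called active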
# TNAP activation fold = human TNAP enzyme activators, primary screen, biochemical, luminescent, no phosphate acceptor, uHTS (AID 1001) | 200,000 tested, 0.03% active | activation fold at 20 µM; hits with a dose series show EC50 in µM | purified TNAP, luminescent activation assay, no phosphate acceptor; higher activation fold means a stronger effect; in the data active = activation fold from about 3, or a potency from the dose series; inactive = the rest, 99 in 100 with activation fold below about 1.6; note: many of its hits are not listed in these tables
# XIAP antagonists = small molecules displacing peptide from XIAP – biochemical, IAP family, fluorescence polarization (AID 1018) | XIAP BIR domain, fluorescence polarization peptide displacement; higher % means a stronger effect | displacement, % at 20 µM; hits with a dose series show IC50 in µM | 200,000 tested, 0.007% active; in the data active = displacement above about 50%; note: a part of the inactive calls stands beside numbers as strong as those of hits
# WT yeast gro inh = growth inhibition of WT yeast, mitochondrial fusion screen; mitochondrial fusion phenotypic screen, WT strain; inhibition, % at 10 µM; 190,000 tested, 2.1% active; AID 1362; in the data active = inhibition above about 58%; tested in S. cerevisiae
# human PMI inhibition = inhibitors of human PMI, primary screen, biochemical, fluorescence intensity, coupled assay (AID 1209) | purified PMI enzyme, coupled fluorescence intensity; higher % means a stronger effect | one-dose inhibition, % at 20 µM; IC50 in µM for titrated hits | 190,000 tested, 0.42% active;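 note: plate controls were DMSO vehicle for no effect and wells lacking substrate for full effect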
# Myeloid diff MLP = compounds promoting myeloid differentiation; ER-HoxA9 myeloid progenitors, lysozyme-GFP differentiation, flow cytometry; calls only at 10 µM; 360,000 tested, 1% active;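 active = normalized GFP-positive differentiation at or above the plate's own cutoff, the solvent-only control mean plus 3 SD; inconclusive = no clear call, values can overlap the other calls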;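 note: cells exposed to compound for four days before flow analysis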
# PhoP inhibition = inhibitors of PhoP regulon expression, primary screen, Salmonella Typhimurium, GFP reporter (AID 1863); inhibition, % at 50 µM, or IC50 in µM where a hit was titrated; 300,000 tested, 0.16% active; S. Typhimurium PhoP-regulated promoter GFP reporter, 4 h; higher % means a stronger effect;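 active = inhibition over 29.93%, a cutoff 3 SD above the screen mean, later confirmed by dose response; inconclusive = inhibition over 29.93% but no dose response follow-up; inactive = inhibition at most 29.93% or unconfirmed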;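 note: 0% = low Mg2+ inducing control and 100% = high Mg2+ repressing control; strong numbers were not always called active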
# WT yeast gro inh mutant strain = recorded beside WT yeast gro inh, whose call it bears; inhibition, %; mitochondrial fusion phenotypic screen, mutant strain inhibition
# Myeloid diff MLP GFP+ MAC1+ % = also measured in Myeloid diff MLP; calls as there; GFP+ MAC1+ double positive, %; measured here: differentiation confirmed by MAC1 staining
# An asterisk follows results filed as active; i = inactive; ? = inconclusive; / = not tested or not shown; + = active, no number. Cut-off read from the data, not from the text of the source, unless noted: active = inhibition above about 50%; inactive = the rest.
# The line under a structure holds: RSV antiviral HEp-2 | human PMI inhibitors | SIAH1 antagonists | TNAP activation fold | XIAP antagonists | WT yeast gro inh | WT yeast gro inh mutant strain | human PMI inhibition | Myeloid diff MLP | Myeloid diff MLP GFP+ MAC1+ % | PhoP inhibition
O=C(CSc1nnc(-c2ccccc2)n1Cc1ccccc1)NNC(=O)c1ccccc1O
→ 2.6% | -16% | 22% | 2.5 | -5.6% | 3 | -19 | 2% | i | 0.9 | -1%
Cn1c(NC(=O)c2ccco2)c(-c2ccc(Cl)cc2)c(=O)c2ccccc21
→ 0.1% | 8% | -3% | 1.1 | -4.8% | -8 | -3 | 15% | i | 6.4 | 1%
CCOC(=O)c1nn(-c2ccccc2C)c2nc(-c3ccc(Cl)cc3)c(C#N)c(=O)n12
→ 2.4% | 4% | 4% | 1.1 | -3.1% | 5 | -4 | 6% | i | 0.9 | -1%
O=C(CN(Cc1ccc(F)cc1)C(=O)c1csnn1)NCc1ccccc1
→ 0.2% | / | 10% | / | / | / | / | / | i | 0.2 | -2%
CCCC1O[C@@H]2CC3C4CCC5=CC(=O)C=C[C@]5(C)C4C(OC(C)=O)C[C@]3(C)[C@]2(C(=O)COC(C)=O)O1 (stereo partly specified)
→ -0.4% | 3% | 5% | 1.1 | -2.1% | 2 | -1 | 7% | i | 0.7 | -4%
CCc1ccc(/C=N/NC(=O)c2nnn(-c3nonc3N)c2C(C)C)cc1
→ 1.3% | / | 10% | / | / | / | / | / | i | 3.4 | -1%
CCOC(=O)N1CCN(C(=O)c2ccc(C)c(S(=O)(=O)Nc3cccc(C)c3C)c2)CC1
→ 1.6% | 2% | -5% | 1 | -3.0% | -11 | -4 | 6% | i | 5.4 | -10%
COc1ccc(CNC(=O)C(C)NC(=O)c2cc3ccccc3o2)cc1 (stereo unspecified)
→ -0.1% | 8% | 2% | 1.1 | 0.2% | 9 | 5 | 9% | i | 0.6 | -3%
CNC(=O)CSc1nnc(-c2ccccc2F)n1CCc1ccccc1
→ 2.6% | / | 0% | / | / | / | / | / | i | 0.6 | -7%
CCn1c(SCC(=O)c2ccc(Cl)cc2)nnc1-c1ccoc1C
→ 1.9% | -4% | 1% | 1.1 | -3.9% | 8 | -17 | 1% | i | 1.3 | -5%
NNC(=O)C1=NOC2COC3(CCN(c4ncccn4)CC3)OCC12 (stereo unspecified)
→ -0.7% | -8% | 16% | 1.1 | -4.7% | -6 | 5 | -17% | i | 0.4 | 6%
Clc1cccc(CSc2ccc(-c3ccco3)nn2)c1
→ 49% | -62% | 25% | 1 | -4.6% | 19 | -2 | -16% | i | 0.4 | 3%
COc1cccc(C(=O)O/N=C(\N)c2ccc([N+](=O)[O-])cc2)c1
→ 1.3% | -5% | 0% | 1.1 | -3.3% | -14 | -71 | -1% | i | 0.4 | 8%
Cc1cc2cc3c(cc2nc1SCC(=O)Nc1c(C)cccc1C)CCC3
→ 2.1% | 0% | 2% | 1.2 | -3.3% | 9 | 28 | -6% | i | 9.9 | -7%
COc1cc(NC(=O)c2cc(-c3cccs3)on2)cc(OC)c1OC
→ 1.7% | 12% | -2% | 1 | -24% | -2 | -26 | 11% | i | 0.4 | -6%
CC(NC(=O)CN1CCN(c2ncccn2)CC1)c1ccc(F)cc1 (stereo unspecified)
→ -0.1% | -14% | 9% | 1.1 | -3.4% | -13 | -17 | -8% | i | 1.0 | -1%
Cc1nc(SCc2ccc(Cl)c(Cl)c2)ncc1C(=O)O
→ 10% | -3% | 5% | 1 | -4.5% | 12 | -5 | 0% | i | 0.4 | -9%
C=CC(=O)NC(NC(=O)C=C)c1ccc(Br)cc1
→ 0.2% | 9% | -2% | 1.1 | -3.7% | 17 | 13 | 5% | i | 1.4 | 23%
O=C(OC1CCOC1=O)c1ccc2ncsc2c1 (stereo unspecified)
→ 0.9% | -10% | 5% | 1.1 | -3.1% | -9 | 21 | -8% | i | 0.4 | -8%
CCOC(=O)CC(=O)CSc1nc2c(sc(=S)n2-c2ccc(C)c(C)c2)c(=O)[nH]1
→ 2.2% | / | 3% | / | / | / | / | / | i | 1.2 | 7%
COc1ccc(C2OC(=O)CC2C(=O)NC2CCCC(C)C2C)cc1OC (stereo unspecified)
→ -0.2% | 4% | -3% | 1.1 | -6.7% | -10 | -6 | 12% | i | 0.7 | -3%
CCOC(=O)[C@@H]1[C@H]2COc3cc(OC)ccc3[C@H]2N2C(=O)N(c3ccc(C)cc3)C(=O)[C@@]12C
→ 1.0% | / | -5% | / | / | / | / | / | i | 1.6 | -5%
COc1ccc(-c2cc(C(=O)N(C)CCc3ccc(OC)c(OC)c3)c3ccccc3n2)cc1
→ 2.2% | / | 0% | / | / | / | / | / | i | 0.6 | -5%
CCCC(=O)NC(=S)Nc1ccc(C(C)=O)cc1
→ 1.1% | -2% | -2% | 1 | -11% | 3 | 18 | -10% | i | 0.9 | -4%
CC1(C)CC(=O)C(C2C3=C(CC(C)(C)CC3=O)Oc3ccccc32)=C(O)C1 (stereo unspecified)
→ 1.9% | -13% | 2% | 1.1 | -0.7% | -5 | 15 | -14% | i | 0.6 | 4%
Cc1ccc(S(=O)(=O)N(Cc2ccccc2)C(C)C)cc1
→ 12% | / | 3% | / | / | / | / | / | i | 0.4 | -3%
NC(=O)c1c(/N=C/c2cccnc2)sc2c1CCCC2
→ -0.1% | / | -3% | / | / | / | / | / | i | 0.3 | -1%
NC(=O)CC(NC(=O)Cc1cccc2ccccc12)c1ccc(N2CCCCCC2)c([N+](=O)[O-])c1 (stereo unspecified)
→ -1.2% | / | 6% | / | / | / | / | / | i | 1.5 | 4%
CCc1ccccc1N(C(=O)c1ccco1)C(C(=O)NC1CCCC1)c1cccnc1 (stereo unspecified)
→ 1.9% | / | -2% | / | / | / | / | / | i | 0.7 | 1%
Cc1ccc(CC(=O)O/N=C(\N)c2ccncc2)cc1
→ 1.3% | / | -2% | / | / | / | / | / | + | 7.5* | 6%

# 3 compounds from above, sorted by molar mass, largest number first.
# The line under a structure holds: RSV antiviral HEp-2 | human PMI inhibitors | SIAH1 antagonists | TNAP activation fold | XIAP antagonists | WT yeast gro inh | WT yeast gro inh mutant strain | human PMI inhibition | Myeloid diff MLP | Myeloid diff MLP GFP+ MAC1+ % | PhoP inhibition
CCOC(=O)[C@@H]1[C@H]2COc3cc(OC)ccc3[C@H]2N2C(=O)N(c3ccc(C)cc3)C(=O)[C@@]12C
→ 1.0% | / | -5% | / | / | / | / | / | i | 1.6 | -5%
Cc1nc(SCc2ccc(Cl)c(Cl)c2)ncc1C(=O)O
→ 10% | -3% | 5% | 1 | -4.5% | 12 | -5 | 0% | i | 0.4 | -9%
Cc1ccc(CC(=O)O/N=C(\N)c2ccncc2)cc1
→ 1.3% | / | -2% | / | / | / | / | / | + | 7.5* | 6%

# Next compounds.
Molecule	RSV antiviral HEp-2	human PMI inhibitors	SIAH1 antagonists	TNAP activation fold	XIAP antagonists	WT yeast gro inh	WT yeast gro inh mutant strain	human PMI inhibition	Myeloid diff MLP	Myeloid diff MLP GFP+ MAC1+ %	PhoP inhibition
O=C(Nc1cc(Cl)cc(Cl)c1)C(c1ccccc1)N1CCCCC1 (stereo unspecified)	6.4%	-2%	0%	1.6	0.5%	66*	24*	14%	i	0.2	19%
COc1cc(C(=O)NCc2cccc3ccccc23)cc(Cl)c1OC	?	12%	-2%	1.1	-4.7%	-2	-12	10%	i	1.2	-1%
C/C(=N/NC(=O)c1cn(-c2cccc(C)n2)cn1)c1ccc(C)cc1	0.9%	-7%	-2%	1	-2.5%	4	-4	6%	i	0.0	-6%
NC(=O)CSc1nc2c(sc3ccccc32)c(=O)n1CCCN1CCOCC1	0.4%	-6%	4%	1.2	1.5%	15	25	2%	i	0.4	-8%
CCCC12CN3CC(C)(CN(C1)C3c1cccs1)C2=O (stereo unspecified)	2.0%	/	16%	/	/	/	/	/	i	0.2	-5%
COc1ccc(-n2cnnc2SCC(=O)N2CCN(c3ccccc3)CC2)cc1	1.8%	-15%	-9%	1.1	-6.2%	-17	86	-4%	i	0.5	2%
CCOC(=O)C1CCCN(S(=O)(=O)c2ccc(S(=O)(=O)N(CC)CC)cc2)C1 (stereo unspecified)	-1.1%	-6%	2%	1.1	-3.7%	15	-3	4%	i	0.7	7%
Cc1ccc2oc(C(=O)N(C)CCC(O)c3ccccc3)c(C)c2c1 (stereo unspecified)	7.4%	/	-2%	/	/	/	/	/	i	0.0	-1%
O=[N+]([O-])c1ccc(N/N=C/c2sc(N3CCOCC3)nc2-c2ccccc2)c(S(=O)(=O)Nc2ccccc2Cl)c1	/	0%	-7%	0.6	-7.9%	24	7	-10%	i	0.4	25%
O=C1N(O)C2(C=CCCC2)/C(=N\O)C12CCCCC2 (stereo unspecified)	0.1%	1%	11%	1.1	-7.2%	35	-5	0%	i	0.5	1%
Oc1ccccc1-c1cc(-c2cccc(F)c2)n[nH]1	1.2%	5%	3%	1.4	-0.2%	28	8	7%	i	1.0	15%
COc1ccc(Cl)cc1C(=O)NC(=S)Nc1cc(-c2nc3ccccc3[nH]2)ccc1C	4.3%	-21%	5%	1.1	-2.4%	11	2	-12%	i	0.9	-3%
CCN(CC(=O)Nc1cccc(Br)c1)Cc1nc2ccccc2c(=O)[nH]1	/	-7%	1%	1.2	-4.1%	9	13	1%	/	/	6%
CCOc1ccc(-c2c(C#N)c(N)nc3c2c(=O)n(C)c(=O)n3C)cc1OC	1.4%	-6%	2%	1.1	-9.0%	-4	-3	5%	i	1.0	-5%
C=CCNC(=O)NC(=O)COC(=O)c1cccnc1SC	-1.7%	3%	1%	1.3	-1.7%	9	14	-3%	i	1.0	6%
CCCN(CC1CCCO1)C(=O)c1cc(COc2cccc(OC)c2)on1 (stereo unspecified)	1.1%	/	0%	/	/	/	/	/	i	0.8	-5%
O=C(COc1ccc(F)cc1Br)N1CCN(S(=O)(=O)/C=C/c2ccccc2)CC1	?	7%	2%	1.1	-6.4%	26	-4	16%	i	1.1	1%
CC1(C)Cc2c(sc(NC(=O)c3ccco3)c2C#N)C(C)(C)N1	0.0%	1%	-2%	1.1	-5.6%	/	/	10%	/	/	/
COCCCNC(=O)C1CCN(C(=O)Nc2ccc(Cl)cc2)CC1	0.7%	11%	4%	1.1	-4.1%	7	-2	13%	i	0.6	-9%

# One compound at a time (already shown). Order of values: RSV antiviral HEp-2	human PMI inhibitors	SIAH1 antagonists	TNAP activation fold	XIAP antagonists	WT yeast gro inh	WT yeast gro inh mutant strain	human PMI inhibition	Myeloid diff MLP	Myeloid diff MLP GFP+ MAC1+ %	PhoP inhibition
# CC1(C)Cc2c(sc(NC(=O)c3ccco3)c2C#N)C(C)(C)N1 as listed: 0.0%	1%	-2%	1.1	-5.6%	/	/	10%	/	/	/
# COCCCNC(=O)C1CCN(C(=O)Nc2ccc(Cl)cc2)CC1 as listed: 0.7%	11%	4%	1.1	-4.1%	7	-2	13%	i	0.6	-9%
